Source: PubChem BioAssay (National Center for Advancing Translational Sciences (NCATS))
Pf growth 48h: Primary qHTS for delayed death inhibitors of the malarial parasite plastid, 48 hour incubation; P. falciparum luciferase growth in erythrocytes, 48 h; Potency, µM (highest dose often 28.7 µM), without a hit: top-dose activity change, negative = inhibition, actives largely listed as inhibitors; 310,000 compounds, 5.9% hits; also: potency is read from the fitted curve at half-maximal effect; % is scaled to controls: 0 for no effect and ±100 for the full control effect
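A one-generation exposure of luciferase-tagged malaria parasites in RPMI 1640/Albumax erythrocyte culture, 37 C and 5% CO2. Inhibition is inferred from decreased luminescence after adding detection reagent.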
Pf growth 96h: Primary qHTS for delayed death inhibitors of the malarial parasite plastid, 96 hour incubation | P. falciparum luciferase reporter growth, 96 h | Potency, µM (highest dose often 28.7 µM), for inactives: at the top dose activity change, negative = inhibition, hits mostly inhibitors | 320,000 compounds, 6.9% hits | AID 504834, 2011; also: potency is read from the fitted curve at half-maximal effect; % is scaled to controls: 0 for no effect and ±100 for the full control effect
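Erythrocytes infected with luciferase-expressing P. falciparum were dispensed at 2% hematocrit and 0.05% parasitemia (final), then incubated with compounds 96 hours at 37 C in 5% CO2. Luminescence after detection reagent addition reported growth.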
HCV inh: qHTS Assay for Inhibitors of Hepatitis C Virus (HCV); Huh7.5.1 HCVcc-Cre infection, luciferase reporter, 44 h; 340,000 compounds, 3.4% hits; Potency, µM (doses to about 41.8 µM), inactives show at the highest dose activity change, negative = inhibition, most hits filed as inhibitors; also: potency is read from the fitted curve at half-maximal effect; % is scaled to controls: 0 for no effect and ±100 for the full control effect
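Cells seeded at 1,000/well and cultured 4 h, then compounds added followed by HCVcc-Cre virus (~0.5 moi). After 44 h further culture, luciferase substrate was added, plates held 15 min at room temperature, and luminescence read for 15 sec.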
Giardia FBPA inh: qHTS Assay for Inhibitors of Fructose-1,6-bisphosphate Aldolase from Giardia Lamblia. Potency, µM (top dose mostly 59.6 µM), for inactives: at the top dose activity, negative = inhibition, usual class: inhibitors. purified Giardia FBPA. A8B2U2. 290,000 compounds, 0.71% hits; also: potency is read from the fitted curve at half-maximal effect; % is scaled to controls: 0 for no effect and ±100 for the full control effect; nearly all actives have a fitted effect of over 55% in size
Target sequence (A8B2U2 whole entry, looked up): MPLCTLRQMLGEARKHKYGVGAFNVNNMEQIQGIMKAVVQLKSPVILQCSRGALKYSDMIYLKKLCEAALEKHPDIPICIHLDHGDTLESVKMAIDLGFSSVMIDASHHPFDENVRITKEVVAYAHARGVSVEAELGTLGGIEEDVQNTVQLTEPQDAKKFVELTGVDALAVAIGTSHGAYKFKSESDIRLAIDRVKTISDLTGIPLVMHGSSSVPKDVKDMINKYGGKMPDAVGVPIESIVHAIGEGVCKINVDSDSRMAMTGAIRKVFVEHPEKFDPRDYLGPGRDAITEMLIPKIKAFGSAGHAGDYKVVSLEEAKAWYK
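40 nM FBPA preincubated 10 min at RT with compound (up to 57.5 uM final), then substrate plus GAPDH/TPI/NAD/arsenate coupling and diaphorase/resazurin added. Fluorescence read after 20 min at RT, 525/598 nm.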
Shiga inhibitor: A qHTS for Small Molecule Inhibitors of Shiga Toxin; 290,000 compounds, 9.2% hits; inhibition, % at 38.7 µM; Vero cells, Shiga toxin protein synthesis inhibition reporter; AID 2315, 2010; in the data active = inhibition mostly above about 28%, no sharp cut-off; inactive = mostly below about 43%; also: 0% is about no effect
Cycloheximide cs: Cycloheximide Counterscreen for Small Molecule Inhibitors of Shiga Toxin. cell reporter, cycloheximide protein synthesis inhibition counterscreen. max response, %. 300,000 compounds, 12% hits. AID 2314, 2010; in the data active = max response mostly above about 13%, no sharp cut-off; inactive = mostly below about 14%; also: read at 38.3 µM for the half of the compounds with a filed dose; 0% is about no effect
Numbers without * were called inactive; i = inactive; ? = inconclusive; · = not tested or not shown; [ ] = dose if it differs, or a comment. Unless noted, calls follow the shape of the dose curve; as a rule, active = well fitted curve in the direction sought with a large enough effect; inconclusive = small, poorly fitted or top-dose-only effect, or another doubt; inactive = no such curve, though single readings can be large; an effect the other way counts as inactive or inconclusive.

The line under a structure holds: Pf growth 48h, Pf growth 96h, HCV inh, Giardia FBPA inh, Shiga inhibitor, Cycloheximide cs
CCn1c(CNc2ccc(F)cc2)nnc1SCC(=O)N1CCCc2ccccc21
 : ?, 4.7%, 2.2%, -3.5%, -15.8, 15.6
O=S(=O)(NCCCN1CCOCC1)c1ccc(Cl)s1
 : -1.1%, -2.5%, 4.5%, -4.0%, -1.4, -3.4
CCOC(=O)N1CCN(CC(=O)Nc2ccc(F)c(F)c2F)CC1
 : -14.1%, 32.9%, 18.4%, 1.9%, -19.2, -3.1
O=C(NN1C(=O)c2ccccc2C1=O)C1CC2CCC1C2 (stereo not drawn)
 : 36.4%[activator], ?, 3.5%, 1.3%, -3.7, -0.8
O=C(c1sccc1Br)N1CCN(Cc2ccc3c(c2)OCO3)CC1
 : 0.9%, 16.4%, ?, 1.1%, 6.1, 10.7
CCNc1nc(NCC)nc(N(n2cnnc2)S(=O)(=O)c2ccc(C)cc2)n1
 : -13.0%, 24.5%, 7.6%, -8.4%, -4.1, -1.7
Cc1cc(/C=C(\C#N)C(=O)NCc2ccco2)c(C)[nH]1
 : 81.5%[activator], 45.7%, ?, -11.4%, 9.3, 11.5
CCN(C(=O)CN1CC=C(c2ccccc2)CC1)c1c(N)n(Cc2ccccc2)c(=O)[nH]c1=O
 : -13.1%, ?, -7.6%, -3.6%, -15.2, 2.1
COc1ccc(CCNCc2sccc2C)cc1OC
 : -1.4%, 2.9%, -0.9%, -2.0%, -5.8, -7.9
COc1ccc(NC(=O)Cc2coc3cc(C)ccc23)cc1S(=O)(=O)N1CCOCC1
 : -8.4%, 69.9%[activator], -17.8%, -12.3%, -3.6, 1.8
COc1ccc(-c2cn[nH]c2-c2ccc(OCc3ccc(F)cc3)cc2O)cc1OC
 : 10.4µM*, -6.3%, ?, -3.0%, 7.8, 1.5
COc1cc(/C=N/n2cnnc2-n2nc(C)cc2C)cc([N+](=O)[O-])c1O
 : 8.5%, 0.0%, 10.9%, -19.1%, -2.1, -0.9
CN1C(=O)/C(=C/c2ccc(OCc3ccc(C(=O)O)cc3)c(Cl)c2)NC1=S
 : 12.9%, ?, 19.6%, ?, 1.6, 0.7
Cc1cccc(NC(=O)c2oc(=O)c3ccccc3c2-c2ccccc2)c1C
 : -5.8%, 8.3%, 1.1%, -1.2%, -15.9, -3.9
COc1ccc(/C=N/S(=O)(=O)c2ccc(C)cc2)cc1
 : 38.4%[activator], 0.0%, 4.8%, 1.7%, -6.6, 5.2
Cc1ccccc1S(=O)(=O)Cc1ccc(C(=O)NC2CC2)o1
 : 3.5%, -29.2%, ?, ·, -3.8, 5.9
Nc1nc(SCC(=O)N2CCCC2)[nH]c(=O)c1NC(=O)c1ccco1
 : 1.1%, 24.7%, 8.3%, -10.8%, -1.9, -4.7
CC1=C(C(=O)Nc2ccccc2F)C(c2cccs2)C2=C(CCCC2=O)N1 (stereo not drawn)
 : 2.9%, 20.3%, 7.7%, 4.5%, -8.2, 4.3
C[C@H](OC(=O)NCc1ccc(C(F)(F)F)cc1)[C@@H]1O[C@@]2(C)CCC[C@@H]1O2
 : 11.5%, 30.1%[activator], 13.0%, ·, ·, ·
CCOC(=O)C1CCCN(C(=O)C(=O)c2cn(CC(=O)N3CCOCC3)c3ccccc23)C1 (stereo not drawn)
 : 0.0%, -4.7%, 6.3%, ·, -10.4, -0.7
Cc1cccc(C)c1NC(=O)CSc1nnc(-c2ccoc2C)n1C
 : -0.4%, 9.28µM*, 0.2%, 2.2%, 6.6, -2.0
CC(=O)Nc1cc(NC(C)=O)cc(C(=O)OCC(=O)Nc2ccc(S(=O)(=O)NC3=NCCCCC3)cc2)c1
 : 5.8%, 12.0%, -1.5%, ·, -6.5, -3.5
COCCNCCOCCOc1cccc(OC)c1
 : 5.3%, 303.7%[activator], -0.4%, 1.1%, 4.9, -0.4
O=C(N/N=C/c1ccc(F)cc1)c1cccc(NC(=O)c2ccc(F)cc2)c1
 : ?, ?, -19.4%, 7.5%, 99.7*, 33.7*
CN(C)S(=O)(=O)c1cccc(C(=O)OCC(=O)Nc2ccccc2OC(F)F)c1
 : ·, ?, -10.2%, -1.1%, -2.9, -2.2
CC(=O)Nc1cccc(-c2cc(-c3c(Cl)cccc3Cl)no2)c1
 : ?, -18.2%, ?, -9.3%, 4.3, -2.9
CCCCNC(=O)N1CCN(Cc2cccc(F)c2)CC1
 : 36.2%[activator], ?, 19.2%, 1.9%, 1.3, -3.5
Cc1ccccc1OCCSc1nc2ncnc(N)c2[nH]1
 : 19.3%, -20.0%, -12.6%, 3.8%, -9.0, 10.6
Cc1sc(NC(=O)c2ccco2)c(C(=O)c2ccc(Cl)cc2)c1C
 : -13.6%, 21.1%, -0.4%, 3.2%, 15.3, 1.9
O=C(Cc1ccc(Cl)cc1)Nc1ccc2oc(=O)ccc2c1
 : 0.5%, -6.4%, ?, -1.7%, 7.2, -6.2
CCOC(=O)C1CCN(c2c(C(=O)c3ccccc3)cnc3ccc(CC)cc23)CC1
 : -85.0%, ?, ?, -1.4%, 31.8, 8.4
Cc1ccc(C)c(OCCC(=O)Nc2cccc(S(=O)(=O)N3CCCC3)c2)c1
 : ?, ?, ?, ·, ·, ·
Cc1nn(C)c(C(=O)NNC(=S)NCc2ccco2)c1Cl
 : 38.8%[activator], -21.1%, 2.9%, 1.3%, -5.0, -3.1
CC(C)c1csc(CN2CCC(CCC(=O)NCC3CCCO3)CC2)n1 (stereo not drawn)
 : 8.3%, ?, 19.1%, ·, -27.0, -0.6
COc1ccc(C(CC(=O)c2ccc(C)cc2)C(C#N)C#N)cc1OC (stereo not drawn)
 : 13.1µM*, 22.2%, ?, -12.0%, 65.5*, 28.9*
O=C(N/N=C/c1cccc(O)c1)N/N=C/c1cccc(O)c1
 : ?, ?, 22.8%, 0.4%, 55.1*, 28.2*
COCCn1c(SCC(=O)Nc2ccc(F)cc2)nc2ccccc2c1=O
 : -29.5%, 0.0%, -18.9%, 0.4%, 3.3, 2.0
O=C(c1ccccc1)N1CCN(CC(O)COc2cccc3ccccc23)CC1 (stereo not drawn)
 : ?, -0.3%, 14.8%, -20.8%, ·, -0.5
Cc1cc(=O)c(C(=O)O)cn1Nc1ccc(Cl)cc1
 : ·, -7.0%, 10.5%, 1.5%, -21.4, 4.0
COc1ccc(-c2nc3ccccn3c2CN2CCN(c3ccccc3F)CC2)cc1
 : ?, ?, ?, -7.6%, 28.7, 9.0
CN1CCc2c(C#N)c(Cl)nc(Cl)c2C1
 : -7.2%, 15.5%, ?, -26.0%, -3.9, 0.0
N#Cc1ccsc1NC(=O)c1cnccn1
 : 27.3%, 30.3%[activator], 20.9%, ?, -4.0, -0.9
COCCCNC(=O)/C(=C\c1cccn1C)NC(=O)c1cccs1
 : 5.2%, 10.8%, 7.1%, -7.9%, -6.1, -2.0
Cc1cc(NC(=O)CSc2ncn[nH]2)no1
 : -24.4%, ?, 7.3%, -2.4%, -8.9, -2.2
O=C(Nc1ccc2oc(-c3ccncc3)nc2c1)c1c(F)c(F)c(F)c(F)c1F
 : 7.5%, 8.0%, 0.5%, -1.9%, -6.4, 1.5
Cc1ccccc1C(=O)N1CCC(C(=O)Nc2ccc(S(=O)(=O)N3CCOCC3)cc2)CC1
 : ?, ?, 2.8%, ·, ·, ·
CCN1CCN(C(c2ccc(OC)c(OC)c2)c2nnnn2C(C)(C)C)CC1 (stereo not drawn)
 : 6.1%, ?, ?, -6.6%, 43.0, -7.6
Cc1ccc(Cn2ncc3c(N4CCN(Cc5ccc(Cl)cc5)CC4)ncnc32)cc1
 : ?, -14.4%, 4.47µM*, 1.0%, 24.1, 13.3
CCOC(=O)C1(Cc2cccc(Cl)c2)CCCN(C(=O)c2cc(C)n(C)n2)C1 (stereo not drawn)
 : -15.2%, ?, 0.4%, ·, -18.3, -1.2
CC1CCN(CC(=O)Nc2ccc(S(=O)(=O)N3CCCC(C)C3)cc2)CC1 (stereo not drawn)
 : ?, 109.7%[activator], ?, 15.0%, 14.1, 1.7
Cc1ccc(-c2nn(-c3ccccc3)cc2C(=O)NCCCN2CCCC2=O)cc1
 : ?, -20.1%, 1.1%, ·, ·, ·
CCOC(=O)c1nnsc1Nc1ccc(C)c(C)c1
 : 4.3%, 0.3%, 2.8%, -12.4%, 59.4*, 43.5*
COc1ccc(OC)c(C(c2nnnn2Cc2ccccc2)N2CCN(C)CC2)c1 (stereo not drawn)
 : -11.1%, 3.0%, 5.9%, -13.6%, -8.9, -2.7
Cc1cc(C)c(C(=O)c2ccc(C(=O)N(C(C)C)C(C)C)cc2)c(C)c1
 : ·, ?, ?, 1.2%, 5.2, 1.5
c1cncc(-c2cn(C[C@H]3CC[C@@H]([C@@H]4CC[C@H](Cn5cc(-c6cccnc6)nn5)O4)O3)nn2)c1
 : 5.8%, -13.4%, 10.2%, 8.3%, -2.5, -3.5
CCCCCCC(=O)N1C/C=C\C(c2ccc(OC)cc2)N(Cc2ccc(F)cc2)C(=O)C1Cc1ccccc1 (stereo not drawn)
 : ·, ·, ·, -5.3%, 17.5, 12.4
O=C(C(O)c1ccccc1)N1N=C(c2ccccc2)CC1(O)C(F)(F)F (stereo not drawn)
 : 42.6%[activator], 13.0%, 6.4%, 13.6%, -8.3, -0.5
COc1ccc(/C=N/Nc2nc3ccccc3[nH]2)cc1OC
 : 0.465µM*, ?, -12.4%, 11.6%, 72.7*, 32.0*
CC(C)CCNC(=O)C1CCC(CNS(=O)(=O)c2ccc(Cl)cc2)CC1 (stereo not drawn)
 : 0.4%, 31.4%[activator], 6.3%, 7.4%, -7.9, 2.1
COc1cccc2oc3ccc(C#Cc4ccccn4)cc3c(=O)c12
 : 133.7%[activator], i, -21.6%, 9.5%, 46.9*, 65.5*

Reprinted from the part before: 4 entries, followed by the next part.
The line under a structure holds: Pf growth 48h, Pf growth 96h, HCV inh, Giardia FBPA inh, Shiga inhibitor, Cycloheximide cs
O=C(C(O)c1ccccc1)N1N=C(c2ccccc2)CC1(O)C(F)(F)F (stereo not drawn)
 : 42.6%[activator], 13.0%, 6.4%, 13.6%, -8.3, -0.5
COc1ccc(/C=N/Nc2nc3ccccc3[nH]2)cc1OC
 : 0.465µM*, ?, -12.4%, 11.6%, 72.7*, 32.0*
CC(C)CCNC(=O)C1CCC(CNS(=O)(=O)c2ccc(Cl)cc2)CC1 (stereo not drawn)
 : 0.4%, 31.4%[activator], 6.3%, 7.4%, -7.9, 2.1
COc1cccc2oc3ccc(C#Cc4ccccn4)cc3c(=O)c12
 : 133.7%[activator], i, -21.6%, 9.5%, 46.9*, 65.5*
CC(=O)NC(CCS(C)(=O)=O)C(=O)Nc1c(F)cccc1F (stereo not drawn)
 : 7.4%, ?, -0.6%, 8.5%, 33.9, -5.6
C=CCOc1ccc(/C=C/C(=O)OCC(=O)NC2CCCCCC2)cc1
 : 26.8%, 29.7%, -1.9%, 6.0%, 1.6, -2.4
Cn1nc(C(F)(F)F)cc1Oc1ncc(C(F)(F)F)cc1Cl
 : ·, 4.0%, -13.1%, -3.0%, -4.0, -2.1
CSCCC(NS(=O)(=O)c1ccccc1F)C(=O)Nc1ccncc1 (stereo not drawn)
 : ?, ?, 12.9%, ·, ·, ·
C#CCOC(=O)C[N+](C)(C)CC#Cc1ccccc1
 : 2.9%, ?, 19.2%, 1.6%, -2.1, -2.5
COc1ccc2cc1Oc1ccc(cc1)CC1c3c(cc4c(c3Oc3cc5c(cc3OC)CCN(C)C5C2)OCO4)CCN1C (stereo not drawn)
 : 5.36µM*, 5.36µM*, ·, -0.9%, ·, ·
CCN(CC)C(=O)CSc1nnc([C@H](Cc2c[nH]c3ccccc23)NC(=O)OC(C)(C)C)o1
 : ?, ?, 9.3%, -2.9%, -5.8, -6.2
